# Source: PubChem (NCI)
# NCI-60 one-dose screen, 48 h, at 10 µM unless noted. Numbers give growth in % (100 = growth as untreated, 0 = no growth, -100 = all killed).
# A549/ATCC – A549/ATCC NSCLC. 81,000 tested, 3.7% active. AID 1794740
# HOP-62 – HOP-62 NSCLC; 80,000 tested, 3.9% active
# RPMI-8226 – RPMI-8226 leukemia cells; AID 1794781; 77,000 tested, 7.5% active
# M14 – M14 melanoma. 80,000 tested, 6.2% active. AID 1794745
# MDA-MB-435 – MDA-MB-435 melanoma. AID 1794794. 82,000 tested, 7.8% active
# EKVX – EKVX NSCLC; 71,000 tested, 3% active
# CCRF-CEM – CCRF-CEM leukemia; 77,000 tested, 7% active; AID 1794778
# HOP-92 – HOP-92 NSCLC cells | 71,000 tested, 6.3% active | AID 1794738
# * marks the source's active call; other numbers are inactive results; . = not tested or not shown; & = joins results of further samples. Rule for the calls: active = growth percent below 10; inactive = the rest.
structure	A549/ATCC	HOP-62	RPMI-8226	M14	MDA-MB-435	EKVX	CCRF-CEM	HOP-92
Cc1ccc2c(C3C(C#N)=C(N)Oc4cc5ccccc5cc43)cc(=O)oc2c1 (stereo not drawn)	25	30	22	0.4*	-48*	40	13	76
C=CCSC(=O)Oc1c(Cl)c(Cl)c(Cl)c(Cl)c1Cl	95	106	82	107	116	104	76	76
COc1ccc2c(c1)C1=NN(C(=O)CO)[C@H](c3ccc(OC(F)(F)F)cc3)[C@@H]1CC2	89	97	43	115	116	94	129	.
COc1ccc(-c2nc(/C=C3/C(=O)N(C)c4ccccc43)c3ccccn23)cc1OC	107	109	108	98	113	107	101	113
O=C1OC(=O)C2C(c3ccccc3)=C(c3ccccc3)C(c3ccccc3)=C(c3ccccc3)C12 (stereo not drawn)	101	117	98	100	106	107	87	96
O=Cc1cc(Br)ccc1O	106	110	106	111	129	101	100	64
COc1ccc(C2=NN(C(C)=O)C(c3sc(Cl)nc3Cl)C2)cc1 (stereo not drawn)	87	111	101	101	94	.	97	.
O=c1c2cnn(-c3ccccc3)c2n2c(-c3ccc(Cl)cc3)nnc2n1-c1ccccc1	77	.	.	101	108	96	.	.
CC(C)=C/C(C)=C(/C#N)C(=O)OC(C)C	99	96	102	105	109	113	108	116
N#CC1=C(N)OC2=C(C(=O)c3ccccc3C2=O)C1c1ccsc1 (stereo not drawn)	106	93	97	99	89	106	109	108
CCn1c(SCC(=O)Nc2ccc(S(=O)(=O)Nc3ccc(Cl)nn3)cc2)nc2ccccc2c1=O	107	102	102	.	104	95	105	102
Cc1ccc(C2CC(c3cccc(Nc4ccncc4)c3)=NN2c2ccccc2)cc1 (stereo not drawn)	-60*	-67*	-49*	-50*	-89*	-52*	-25*	-91*
C#CCNC(=O)CCC(=O)OC[C@]12CC[C@@H](C)[C@H](C)[C@H]1C1=CC[C@@H]3[C@@]4(C)CCCNC(C)(C)[C@@H]4CC[C@@]3(C)[C@]1(C)CC2	87	88	57	87	84	91	73	57
O=C1NCC(Nc2ccc(Cl)cc2)C(=O)N1 (stereo not drawn)	124	102	116	105	103	87	109	95
CCCCN(CCCC)CCCN=c1nc2c(c(N)n1-c1ccccc1)c(=S)n(-c1ccccc1)c(=S)n2-c1ccccc1	-38*	-100*	-53*	-86*	-100*	-74*	-78*	-67*
NC1CCN(c2nc(Nc3cccc(C(F)(F)F)c3)c3c(=O)[nH]ccc3n2)CC1	-52*	-59*	-45*	-95*	-74*	4.4*	-18*	-61*
Cc1ccc(N2CCN(CC(O)COc3ccccc3C)CC2)cc1 (stereo not drawn)	95	123	99	105	121	120	104	88
Fc1cccc(/C=N/Nc2nc(N/N=C/c3cccc(F)c3)nc(N3CCCCC3)n2)c1	89	107	61	.	92	71	59	116
c1ccc(-c2cn3ccnc3c(-c3ccc4c(c3)ncn4C3CCCCC3)n2)cc1	91	87	82	98	99	97	88	89
O=C(Cc1ccccn1)C(F)(F)C(F)(F)C(F)(F)F	.	97	100	110	113	130	98	.

# Full records, quoted from the list.
# Profile of c1ccc(-c2cn3ccnc3c(-c3ccc4c(c3)ncn4C3CCCCC3)n2)cc1 = A549/ATCC: 91; HOP-62: 87; RPMI-8226: 82; M14: 98; MDA-MB-435: 99; EKVX: 97; CCRF-CEM: 88; HOP-92: 89
# Profile of CCCCN(CCCC)CCCN=c1nc2c(c(N)n1-c1ccccc1)c(=S)n(-c1ccccc1)c(=S)n2-c1ccccc1 = A549/ATCC: -38*; HOP-62: -100*; RPMI-8226: -53*; M14: -86*; MDA-MB-435: -100*; EKVX: -74*; CCRF-CEM: -78*; HOP-92: -67*

# New compounds follow:
structure	A549/ATCC	HOP-62	RPMI-8226	M14	MDA-MB-435	EKVX	CCRF-CEM	HOP-92
O=C1CC2CCCCC2O1 (stereo not drawn)	104	100	103	108	112	.	95	.
COc1cc(-c2n/c(=C\c3c(O)[nH]c4cc(Cl)ccc34)cc3c2=Nc2ccccc2-3)cc(OC)c1OC	59	23	85	38	66	64	.	27
CN1CCN(Cc2ccc(NC(=O)c3cncc(C#Cc4cnc(N)c5ncccc45)c3)cc2C(F)(F)F)CC1	11	-5.0*	20	-87*	-65*	33	19	7.2*
O=C(CN1C(=O)/C(=C\c2ccc(Cl)cc2)SC1=S)Nc1ncc(Cc2ccc(Cl)cc2)s1	108	105	102	102	110	96	106	101
Clc1ncnc2c1ncn2C1CCCO1 (stereo not drawn)	117	97	78	105	97	102	92	84
Cn1c(=O)[nH]c(=O)c2nc(CCC(=O)NCCC(=O)O)c(=O)[nH]c21	103	105	111	111	101	106	109	98
Cc1nc2sc(C(=O)Nc3cccc(Br)c3)c(N)c2cc1C(O)c1ccccc1 (stereo not drawn)	20	47	11	17	4.1*	49	16	76
CC(C)Cc1ccc(C(C)C(=O)OCc2ccc(Cn3c(=O)sn(CCCCl)c3=O)cc2)cc1 (stereo not drawn)	93	121	.	.	104	93	101	95
Nc1nc(N)c(N=Nc2ccc(S(=O)(=O)O)cc2)c(N)n1	100	108	102	98	101	.	97	.
CCN(c1ccc2c(c1)C(C)(C)CCC2(C)C)c1ncc(C(=O)O)cn1	69	80	88	96	102	91	80	66
CC(=O)Nc1ccc(S(N)(=O)=O)cc1	103&96	103&89	111&96	103&99	96&97	102	100&93	97
CSc1oc(C)nc1[P+](c1ccccc1)(c1ccccc1)c1ccccc1	62	88	6.3*	75	41	74	52	60
O=C1/C(=C/c2cn(-c3ccccc3)nc2-c2ccccc2)SC(=S)N1CCc1ccc(O)cc1	90	104	94	90	94	94	85	57
Cc1ccc(C)c(NC(=O)c2sc3c(=O)[nH]cnc3c2C)c1	75	81	88	58	-36*	85	83	.
CN(C=O)c1ccccc1	105	92	91	96	102	87	96	84
Cc1c(C(=O)Nc2nc3ccccc3s2)nnn1-c1ccccc1F	85	101	75	98	98	94	82	73
Nc1ccc2c(S(=O)(=O)O)ccc(S(=O)(=O)O)c2c1	93	92	96	.	107	103	56	89
CCn1cc(C(=O)O)c(=O)c2cc(F)c(N3CCN(CC(=O)Nc4ccc(S(=O)(=O)Nc5ncccn5)cc4)C(C)C3)c(F)c21 (stereo not drawn)	111	110	133	107	101	113	115	131
COc1cc2c(OC)c(-c3c(C)cc4c(-c5nc6ccccn6c5NC5CCCCC5)c(OC)c(OC)cc4c3OC)c(C)cc2c(-c2nc3ccccn3c2NC2CCCCC2)c1OC	84	96	67	95	91	46	91	55
N#Cc1sc2nc(-c3cnccn3)cc(-c3cccs3)c2c1N	103	91	119	122	107	98	99	103

# (next part)
structure	A549/ATCC	HOP-62	RPMI-8226	M14	MDA-MB-435	EKVX	CCRF-CEM	HOP-92
C#C[C@]1(O)CC[C@H]2[C@@H]3CC=C4c5sc(Nc6cc(C)cc(C)n6)nc5CC[C@]4(C)[C@H]3CC[C@@]21C	9.2*	6.0*	-16*	-42*	-6.3*	-14*	5.0*	-22*
CC(=O)c1ccc(N2C(=O)c3cc(Cl)c(Cl)cc3C2=O)cc1	108	91	100	98	107	.	95	117
ClCCCOC1CCCCO1 (stereo not drawn)	101	99	106	102	99	.	100	102
Cc1[nH]c2ccccc2c1/C=N/Nc1ncnc2sc3c(c12)CCN(CC(=O)O)C3	102	102	.	105	87	106	.	95
COc1ccc(Nc2nc3ccc(NC(=O)NC4CCCCC4)cc3[nH]c2=O)cc1	89	84	66	103	105	.	92	.
Cc1cc(-c2ccccc2)n2nc3nc(C)nc-3nc2n1	107	103	114	.	113	101	102	118
N=C(N)SCc1ccccc1	101&113&108	101&115&85	106&109&135	90&101&81	97&110&100	108&104	94&107&91	100&129
C#CCN=C(NN)NS(=O)(=O)c1c[nH]ccc1=S	107	117	101	99	115	114	94	85
COc1ccc(-c2nnc3c4cc[nH]c4ncn23)cc1OC	96	118	98	111	103	107	101	.
O=C(OCc1ncc(-c2ccc(C(F)(F)F)cc2)c(NC2CCCCCC2)n1)c1ccc(C(F)(F)F)cc1	62	88	16	52	69	.	58	29
NNC(=O)NC1CCCCC1	89	89	92	106	114	119	98	105
CCOC(=O)c1cc2c(=O)oc3ccccc3c2oc1=O	105	120	85	118	111	111	88	49
COc1cccc(C)c1OC	100	110	99	101	98	96	90	99
CCCC(=O)Oc1ccc(/C(=C(/CC)Cc2ccccc2)c2ccc(OCCN3CCCC3)cc2)cc1	68	83	33	64	57	81	84	79
C[C@H](CCC(=O)NCc1ccc(C(=O)NCc2ccc(C(=O)NO)cc2)cc1)[C@H]1CC[C@H]2[C@@H]3[C@@H](O)C[C@@H]4C[C@H](O)CC[C@]4(C)[C@H]3CC[C@]12C	104	101	47	.	96	101	38	92
NC[C@H]1O[C@H](O[C@H]2[C@H](O)[C@@H](O[C@H]3O[C@H](CO)[C@@H](O)[C@H](N)[C@H]3O)[C@H](N)C[C@@H]2N)[C@H](N)C[C@@H]1O	106	113	100	106	108	123	99	.
COc1ccc(-c2ncnc3c2ncn3C/C=C/Cn2cnc3c(-c4ccc(OC)cc4)ncnc32)cc1	100	104	76	101	110	106	88	77
O=C(/C=C/C12c3ccccc3C(c3ccccc31)C1C(=O)N(c3ccc(C(=O)c4ccccc4)cc3)C(=O)C12)c1ccc(Br)cc1 (stereo not drawn)	87	90	68	71	56	87	54	102
CC(=O)c1cccc(Nc2ccnc(SCC(=O)c3ccc(C(F)(F)F)cc3)n2)c1	88	83	69	92	99	72	90	94
CCCCCCCCCCCC(=O)Nc1ccc(N(CC)CC)cc1	92	93	92	111	119	98	.	.

# (more compounds)
structure	A549/ATCC	HOP-62	RPMI-8226	M14	MDA-MB-435	EKVX	CCRF-CEM	HOP-92
CCCCC[n+]1ccc(SCC(=O)N(Cc2ccccc2)c2ccc(OC)cc2)c2ccccc21	105	119	47	107	103	96	69	106
Fc1ccc2[nH]cc(-c3nn4cc(-c5cccnc5)nc4s3)c2c1	100	85	99	98	46	78	96	71
O=C(O)CNc1ccc(Cl)c(Cl)c1	79	86	96	100	105	94	95	104
O=C(NC(CSC(=O)c1ccccc1)C(=O)O)OCc1ccccc1 (stereo not drawn)	104	90	104	115	.	101	100	111
CCCCN(C(=O)c1cnc(Cl)c(Cl)c1)c1c(N)n(CCC)c(=O)[nH]c1=O	99	93	43	111	108	102	91	107
COc1c(C)cnc(CSc2nc(-c3ccc(C)cc3)cn2-c2ccc(Cl)cc2)c1C	89	89	90	.	110	92	100	103
CCCCn1c(N)c(N(CC)C(=O)COc2ccc(Cl)cc2Cl)c(=O)[nH]c1=O	96	96	96	106	100	112	95	78
COc1ccc(NC(=O)CCn2c(Br)nc3c2c(=O)n(C)c(=O)n3C)cc1	83	89	94	100	111	101	99	.
CCN(CC)S(=O)(=O)c1ccccc1	97	96	99	98	111	.	96	105
CC(C)(COCOCC(C)(C)[N+](=O)[O-])[N+](=O)[O-]	94	108	104	117	101	.	101	93
O=c1nc(Nc2nc3ccccc3s2)[nH]c(=O)c2ccccc12	106	91	106	101	100	95	106	83
Cc1cccc(-n2cc(-c3ccc(Br)cc3)sc2=Nc2ccc(Nc3ncnc4sc5c(c34)CCCC5)cc2)c1	96	88	95	96	110	105	102	90
O=S(=O)(c1ccc(OCCO)cc1)c1ccc(OCCO)cc1	101	114	81	102	102	108	-22*	87
Nc1nc(-c2ccccc2)c(CC(=O)O)c(-c2nc(N)nc(-c3ccccc3)c2CC(=O)O)n1	99	104	115	108	112	97	91	112
O=c1oc2c(Cl)cccc2cc1-c1cc2ccccc2[nH]1	103	78	98	92	104	86	109	85
CC(=O)C1=C(O)/C(=C\C=C\c2ccccc2)OC1=O	94	100	96	102	105	.	89	58
CCOc1cc(/C=C2\SC(=S)NC2=O)ccc1O	84	60	86	69	80	69	90	61
O=CCCc1ccccc1	99	.	108	104	107	104	110	74
CC(=O)C1=C(O)c2ccccc2C(=O)C1=O	97	99	98	84	98	.	112	99
CC(=O)/C(=C/n1c(=S)[nH]c2ccc([N+](=O)[O-])cc21)C(=O)Nc1ccc([N+](=O)[O-])cc1	99	93	90	96	95	83	91	88

# Among those listed so far, these have bromine:
structure	A549/ATCC	HOP-62	RPMI-8226	M14	MDA-MB-435	EKVX	CCRF-CEM	HOP-92
O=Cc1cc(Br)ccc1O	106	110	106	111	129	101	100	64
Cc1nc2sc(C(=O)Nc3cccc(Br)c3)c(N)c2cc1C(O)c1ccccc1 (stereo not drawn)	20	47	11	17	4.1*	49	16	76
O=C(/C=C/C12c3ccccc3C(c3ccccc31)C1C(=O)N(c3ccc(C(=O)c4ccccc4)cc3)C(=O)C12)c1ccc(Br)cc1 (stereo not drawn)	87	90	68	71	56	87	54	102
COc1ccc(NC(=O)CCn2c(Br)nc3c2c(=O)n(C)c(=O)n3C)cc1	83	89	94	100	111	101	99	.
Cc1cccc(-n2cc(-c3ccc(Br)cc3)sc2=Nc2ccc(Nc3ncnc4sc5c(c34)CCCC5)cc2)c1	96	88	95	96	110	105	102	90

# Remaining list, next part.
structure	A549/ATCC	HOP-62	RPMI-8226	M14	MDA-MB-435	EKVX	CCRF-CEM	HOP-92
CCCc1nc2ccccc2[nH]1	103	106	99	96	106	107	99	87
C/C(=N\N=C\c1cccc([N+](=O)[O-])c1)c1nnn(-c2ccc(Cl)cc2)c1C	107	102	96	98	100	104	99	86
c1ccc2cc(C[n+]3ccn(CCCCCn4cc[n+](Cc5ccc6ccccc6c5)c4)c3)ccc2c1	42	57	69	70	78	47	86	66
NS(=O)(=O)c1ccc([N+](=O)[O-])cc1	104	101	116	109	105	101	.	105
N#C/C(=C\c1cccs1)C(=O)Nc1ncc(Cc2ccc(Cl)cc2)s1	90	97	90	84	49	90	93	90
Oc1ccc(Nc2ncnc3c2cnn3-c2cccc(Br)c2)cc1	105	105	92	92	100	93	90	74
CCOC(=O)Cn1c2c(sc1=O)C(c1cccs1)C1C3CCC(C3)C1S2 (stereo not drawn)	98	97	91	90	99	.	106	108

# Compounds were not picked by outcome (roughly 13% active in at least one column).
